# Screening results deposited in PubChem by several laboratories.
# proCasp7 act: activates human procaspase-7, counter-screen for procaspase-3 activators; recombinant procaspase-7, Ac-DEVD-pNA absorbance 405 nm; D23A/D198A/D206A triple mutant, cannot self-cleave; scale: DMSO 0, 5 µM enzyme 100; activation, % at 8.5 µM; 0.093% of 330,000 active; AID 463210;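 active = percent activation above the screen-wide mean plus 3 SD, cut at about 25% in these data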
#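 signal = Epi-absorbance of released pNA at 405 nm, two timepoints | assay system = Uncleavable procaspase-7 mutant enzyme | reagent = Ac-DEVD-pNA substrate, 400 µM as added | times = 1 h enzyme–compound preincubation and 2 h substrate reaction, both 25 °C | benchmarks = low DMSO alone, high DMSO plus 5 µM PC-7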
# Yeast superoxide: caloric restriction mimetics inhibiting age-related superoxide in yeast; 0.18% of 330,000 active; S. cerevisiae aged cells, superoxide DHE fluorescence; stronger effect = lower value; AID 2690; superoxide response (% of plate mean), % at 10 µM;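 active = superoxide response under a set limit, about three screen SD below normal, cut at about 65% in these data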;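 also: yeast aged for seven days with compound at 30 °C before DHE staining; 100% = average MFI of all compound-treated wells on the plate with controls excluded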
# RPL19A-GFP yeast: alters RPL19A-GFP fluorescence in TOR pathway yeast screen | S. cerevisiae RPL19A-GFP strain, flow cytometry, 3 h; stronger effect = lower value | percent response vs DMSO, % at 10 µM | 0.3% of 330,000 active | AID 2025;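 active = percent response vs DMSO below 50%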;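 also: median channel GFP fluorescence of the barcoded RPL19A-GFP strain; ratio of sample median GFP to plate DMSO average so 100% = DMSO; lower means less RPL19A-GFP as with rapamycin TOR inhibition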
# procasp3 activ: procaspase-3 (human) activation. P42574. recombinant procaspase-3 D3A, Ac-DEVD-pNA absorbance 405 nm. activation, % at 8.5 µM. 0.11% of 330,000 active;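 active = activation above the mean of all tested compounds plus 3 SD, cut at about 21% in these data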;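 also: 0% = DMSO alone and 100% = DMSO wells spiked with extra 5 µM PC-3 D3A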
#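 assay system = Procaspase-3 D3A mutant | signal = absorbance at 405 nm, 0 and 120 min | times = 1 h preincubation plus 2 h reaction at 25 °C | repeats = single replicate | read-out = % activation between DMSO and enzyme-spiked controls | medium = Zinc-free HEPES saline buffer with Triton X-100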
# GASC-1 inh: inhibitors of human GASC-1 (JMJD2C) demethylase; GST-JMJD2C(1-420) H3K9me3 demethylation, DELFIA europium; inhibition, % at 2.35 µM; Q9H3R0; 0.069% of 330,000 active; AID 2099;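 active = more than half of a compound's replicate wells show inhibition beyond 50%, single wells judged on their own value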;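 also: signal counts dimethyl H3K9 product captured on neutravidin plate; 0% = median of DMSO wells and 100% = 0.3 times that DMSO median; strong numbers were not always called active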
# MEP2 TOR yeast: modulators of TOR pathway MEP2-GFP in S. cerevisiae | S. cerevisiae MEP2-GFP strain, flow cytometry GFP, 3 h; 100% = DMSO control level | GFP response vs DMSO, % at 10 µM | 0.51% of 330,000 active | AID 2016;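 active = GFP response versus DMSO above a set limit, roughly screen mean plus 3 SD, cut at about 180% in these data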;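 also: median GFP fluorescence of the barcode-gated MEP2-GFP cells per well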
# AHR act: human AHR activation | AHR-responsive luciferase reporter cells, luminescence | activation, % at 5 µM | 2.5% of 320,000 active; in the data active = activation above about 47%;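 also: 0% = vehicle wells and 100% = reference agonist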
# Target sequence (P35869 whole entry, looked up): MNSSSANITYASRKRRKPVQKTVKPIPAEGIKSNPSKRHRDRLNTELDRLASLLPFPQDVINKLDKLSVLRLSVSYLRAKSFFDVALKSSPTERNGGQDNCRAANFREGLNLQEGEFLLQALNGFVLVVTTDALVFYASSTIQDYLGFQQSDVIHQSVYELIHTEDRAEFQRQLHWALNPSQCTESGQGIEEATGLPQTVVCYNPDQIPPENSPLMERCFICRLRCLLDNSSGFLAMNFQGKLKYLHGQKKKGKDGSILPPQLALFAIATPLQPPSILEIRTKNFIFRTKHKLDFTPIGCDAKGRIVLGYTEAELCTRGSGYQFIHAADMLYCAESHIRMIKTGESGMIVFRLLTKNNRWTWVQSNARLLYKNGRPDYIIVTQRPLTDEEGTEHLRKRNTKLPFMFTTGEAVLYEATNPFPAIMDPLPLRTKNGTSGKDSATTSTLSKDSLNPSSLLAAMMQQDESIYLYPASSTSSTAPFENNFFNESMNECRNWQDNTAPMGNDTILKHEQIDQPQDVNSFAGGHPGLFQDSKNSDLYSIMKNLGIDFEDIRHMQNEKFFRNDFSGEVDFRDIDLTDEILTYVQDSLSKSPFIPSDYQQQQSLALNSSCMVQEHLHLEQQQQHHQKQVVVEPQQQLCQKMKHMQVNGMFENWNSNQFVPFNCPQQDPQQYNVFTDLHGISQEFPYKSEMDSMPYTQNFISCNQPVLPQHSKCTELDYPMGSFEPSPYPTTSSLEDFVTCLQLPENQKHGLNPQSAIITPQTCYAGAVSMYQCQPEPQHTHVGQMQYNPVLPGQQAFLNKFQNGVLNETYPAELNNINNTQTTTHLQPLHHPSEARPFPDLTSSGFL
# LAP4 TOR yeast: alters LAP4-GFP fluorescence in TOR pathway yeast screen; S. cerevisiae LAP4-GFP multiplex, flow cytometry GFP, 3 h; median GFP as percent of DMSO wells; GFP response vs DMSO, % at 10 µM; 0.34% of 320,000 active;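 active = GFP response vs DMSO above a set limit, about the screen mean plus 3 SD, cut at about 150% in these data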
# Starred values were filed as active, the others as inactive; / = not tested or not shown. Compounds were not picked by outcome (roughly 3.8% active in at least one column).
nr | structure | proCasp7 act | MEP2 TOR yeast | GASC-1 inh | AHR act
1 | Cc1ccc(S(=O)(=O)N/N=C/c2cccs2)cc1 | -3.8 | 100.5 | -5.6 | -0.7
2 | Cc1[nH]c(SCC(=O)Nc2cc(S(C)(=O)=O)ccc2Cl)nc1Cc1ccccc1 | -6.0 | 97.6 | 3.3 | 0.5
3 | O=C(CSc1nnnn1-c1ccccc1)c1cc2ccccc2oc1=O | -1.0 | 95.3 | 3.8 | 11.8
4 | CCn1cc(C2Nc3ccccc3C(=O)N2O)c(C)n1 (stereo not drawn) | 1.2 | 134.2 | -5.4 | 15.2
5 | CCOP(=O)(c1ccc(N(C)C)cc1)C(O)c1ccccc1OC (stereo not drawn) | 12.6 | 96.1 | -6.9 | 0.7
6 | CN([C@@H](C(=O)OC(C)(C)C)c1ccccc1)S(=O)(=O)c1cccc(S(=O)(=O)N(C)[C@@H](C(=O)OC(C)(C)C)c2ccccc2)c1 | -10.2 | 89.3 | / | -2.6
7 | Oc1nc(Nc2cccc(Cl)c2)sc1/C=C1\C=Nc2ccccc21 | -13.3 | 101.4 | -0.8 | 117.4*
8 | Cc1ccc(CN2C(=O)CCSc3ccc(Cl)cc32)cc1 | 13.7 | 94.8 | 0.0 | -3.0

nr | RPL19A-GFP yeast | procasp3 activ | Yeast superoxide | LAP4 TOR yeast
1 | 106.8 | 1.5 | 93.8 | 95.2
2 | 96.6 | -0.3 | 101.5 | 101.3
3 | 104.8 | 0.5 | 98.3 | 106.5
4 | 103.2 | 2.0 | 104.3 | 114.5
5 | 99.8 | 11.4 | 108.3 | 97.7
6 | 94.2 | -5.0 | 95.8 | 123.4
7 | 101.3 | -7.7 | 101.4 | 90.2
8 | 96.3 | -9.7 | 85.9 | 102.0

# Next part:
nr | structure | proCasp7 act | MEP2 TOR yeast | GASC-1 inh | AHR act
9 | CSc1nncc(-c2ccc(F)c(F)c2)n1 | 4.7 | 91.8 | 0.5 | -4.8
10 | CC(=O)Nc1ccc(S(=O)(=O)NCC2CCC(C(=O)NCCC(C)C)CC2)cc1 (stereo not drawn) | 0.7 | 96.7 | -1.3 | 7.5
11 | COc1cc(OC)c2c(OC)cccc2n1 | 9.6 | 105.2 | -16.2 | 5.7
12 | COc1ccc(Cl)cc1C(=O)NCCCSc1ccccc1 | 1.6 | 113.0 | -16.3 | -6.5
13 | Cc1cccc(NC(=O)c2ccccn2)c1C | -1.1 | 108.3 | 4.0 | -1.1
14 | Cc1ccc(N(CN2C(=O)C3CC=CCC3C2=O)C(=O)c2ccco2)cc1Cl (stereo not drawn) | -3.1 | 96.3 | -17.5 | 6.1
15 | c1ccc2c(C3=NNC(=NC4CC4)SC3)c[nH]c2c1 | -17.2 | 102.8 | -9.7 | 96.8*
16 | O=C(NCCc1c[nH]c2ccccc12)C1CCN(S(=O)(=O)c2ccccc2F)CC1 | -2.9 | 105.5 | 2.9 | 6.0

nr | RPL19A-GFP yeast | procasp3 activ | Yeast superoxide | LAP4 TOR yeast
9 | 94.0 | 4.8 | 109.8 | 87.0
10 | 101.3 | 2.1 | 106.0 | 113.4
11 | 103.0 | 2.0 | 109.7 | 97.4
12 | 98.9 | 4.7 | 88.9 | 91.1
13 | 103.8 | 5.0 | 77.0 | 97.9
14 | 96.2 | 2.1 | 103.3 | 99.3
15 | 96.2 | 1.4 | 90.1 | 88.0
16 | 100.3 | -4.6 | 87.1 | 109.3

# Reformatted: results already given
cpd	compound	proCasp7 act	MEP2 TOR yeast	GASC-1 inh	AHR act	RPL19A-GFP yeast	procasp3 activ	Yeast superoxide	LAP4 TOR yeast
13	Cc1cccc(NC(=O)c2ccccn2)c1C	-1.1	108.3	4.0	-1.1	103.8	5.0	77.0	97.9
14	Cc1ccc(N(CN2C(=O)C3CC=CCC3C2=O)C(=O)c2ccco2)cc1Cl (stereo not drawn)	-3.1	96.3	-17.5	6.1	96.2	2.1	103.3	99.3
15	c1ccc2c(C3=NNC(=NC4CC4)SC3)c[nH]c2c1	-17.2	102.8	-9.7	96.8*	96.2	1.4	90.1	88.0
16	O=C(NCCc1c[nH]c2ccccc12)C1CCN(S(=O)(=O)c2ccccc2F)CC1	-2.9	105.5	2.9	6.0	100.3	-4.6	87.1	109.3

# (further entries)
nr | structure | proCasp7 act | MEP2 TOR yeast | GASC-1 inh | AHR act
17 | CCn1c(C)c(C(C)=O)c(N2CCCCC2)nc1=S | 12.7 | 118.0 | 9.6 | 0.8
18 | O/N=C(/c1ccccc1)c1cc2cc(Br)cc(Br)c2o1 | 0.1 | 103.8 | -2.0 | 43.1
19 | COc1ccc(S(=O)(=O)N2CCN(C)CC2)cc1C(=O)N1CCCCC1 | 3.5 | 99.3 | -4.8 | -1.2
20 | O=C(NCc1cccnc1)c1cc(-c2ccc(Cl)cc2)oc1C(F)(F)F | 10.3 | 103.0 | -11.9 | 7.3
21 | CCn1nc(C)c(CN2CCC(n3nccc3NC(=O)Cc3ccccc3)CC2)c1C | 3.7 | 92.5 | -0.5 | 1.6
22 | CCC(C)NC(=O)Cc1cn(C)c2ccccc12 (stereo not drawn) | 3.8 | 102.9 | 25.5 | 10.9
23 | COc1ccc(/C=N/c2oc(-c3ccccc3)cc2C#N)cc1 | -7.5 | 98.0 | 10.7 | 9.5
24 | COc1cccc(NC(=O)c2csc3c2CCCC3)c1 | -1.0 | 99.7 | 2.0 | 15.4

nr | RPL19A-GFP yeast | procasp3 activ | Yeast superoxide | LAP4 TOR yeast
17 | 100.9 | 2.3 | 100.0 | 107.0
18 | 103.6 | -5.1 | 99.8 | 94.8
19 | 103.6 | 0.3 | 95.6 | 98.0
20 | 99.6 | -0.2 | 99.4 | 109.5
21 | 107.4 | -0.4 | 89.2 | 80.5
22 | 101.5 | 3.8 | 105.4 | 103.7
23 | 95.5 | 4.8 | 99.4 | 98.1
24 | 96.9 | -0.3 | 94.6 | 101.0

# Later entries.
nr | structure | proCasp7 act | MEP2 TOR yeast | GASC-1 inh | AHR act
25 | Brc1ccc(-c2nnc3ccc(N4CCN(c5ccccc5)CC4)nn23)cc1 | 5.5 | 101.2 | -7.4 | 28.2
26 | CCOC(=O)C1CCN(C(=O)c2ccc(OCC(=O)N3CCOCC3)c(OC)c2)CC1 | 3.0 | 101.3 | -5.9 | -2.7
27 | COc1ccc(-n2ncc3c2CC(C)(C)CC3NC(=O)c2cn[nH]c2)cc1 (stereo not drawn) | / | 100.5 | 0.1 | /
28 | Cc1ccc(CNC(=O)c2ccccc2NS(C)(=O)=O)cc1 | -0.2 | 106.7 | 2.2 | -1.1
29 | COc1ccc(C2C/C(=N\O)C(C)(C)O2)cc1 (stereo not drawn) | 11.6 | 95.5 | -4.8 | -1.4

nr | RPL19A-GFP yeast | procasp3 activ | Yeast superoxide | LAP4 TOR yeast
25 | 96.8 | 5.2 | 103.2 | 103.2
26 | 95.0 | 14.0 | 110.0 | 106.9
27 | 105.1 | / | 80.8 | 83.6
28 | 105.5 | 4.1 | 98.2 | 103.6
29 | 98.3 | 0.3 | 90.6 | 89.8

# Random excerpt: 2 entries already listed
nr | structure | proCasp7 act | MEP2 TOR yeast | GASC-1 inh | AHR act
28 | Cc1ccc(CNC(=O)c2ccccc2NS(C)(=O)=O)cc1 | -0.2 | 106.7 | 2.2 | -1.1
26 | CCOC(=O)C1CCN(C(=O)c2ccc(OCC(=O)N3CCOCC3)c(OC)c2)CC1 | 3.0 | 101.3 | -5.9 | -2.7

nr | RPL19A-GFP yeast | procasp3 activ | Yeast superoxide | LAP4 TOR yeast
28 | 105.5 | 4.1 | 98.2 | 103.6
26 | 95.0 | 14.0 | 110.0 | 106.9
